Compound activity: PubChem, National Center for Advancing Translational Sciences (NCATS)
p53ts 32C kill – p53ts cell cytotoxicity, permissive temperature | H1299-p53A138V at 32C, ATP luminescence viability, 24 h | Potency, µM (highest dose often 46.1 µM), without a hit: top-dose activity change, negative = cytotoxicity, actives largely listed as cytotoxic | actives 0.93% (n = 130,000);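 further: 0% = DMSO and -100% = full killing by reference compound; nearly all actives have a fitted effect of over 55% in size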
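H1299-p53 A138V cells (temperature-sensitive p53) exposed 24 h to up to 46 uM compound at 32C, where p53 is wild-type in conformation. Viability read as ATP luminescence and normalised to DMSO and 100 uM tamoxifen. AC50 fitted with the Hill equation.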
IkB signaling – IkB pathway inhibition in ABC-DLBCL cells. actives 0.04% (n = 110,000). Potency, µM (doses to about 57.1 µM), for inactives: at the highest dose IkBa stabilization activation. ABC-DLBCL IkBa-CBG/CBR dual luciferase ratio, 4 h; response scale: scaled: untreated 0%, proteasome inhibitor 100%. AID 445; active means well fitted curve in the direction sought with a large enough effect in the signal ratio, not every such curve was filed as active; inconclusive means small, poorly fitted or top-dose-only effect, or a change in a side signal; the % refers to the signal ratio;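 further: the direction sought is a rising ratio; 0% = basal untreated cells and 100% = reference inhibitor full response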
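Luminescence ratio of IκBα-fused green versus native red beetle luciferase in OCI-Ly3 cells, 4 h post-doxycycline with compound; red signal alone, scaled from basal (0%) to zero light (-100%), flagged nonspecific or cytotoxic effects.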
p53ts 39C tox – p53ts cell cytotoxicity, nonpermissive temperature; AID 902; H1299-p53A138V viability at 39C, ATP luminescence, 24 h; Potency, µM (series often up to 46.1 µM), for the others: top-dose activity change, negative = cell killing, usual class: cytotoxic; actives 1.5% (n = 130,000); further: nearly all actives have a fitted effect of over 55% in size
Peg3 imprint – inducers of genomic imprint erasure in mouse ES cells | mouse ES Peg3-LacZ reporter, beta-gal luminescence, 40 h | Potency, µM (highest dose often 60.7 µM), without a hit: top-dose activity change, positive = activation, hits mostly activators | actives 0.02% (n = 110,000) | AID 1948;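 further: 0% = negative control wells on the plate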
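Gelatin-coated wells received 300 freshly trypsinized female ES cells with a Peg3LacZ-Neo reporter on the maternal allele, then incubated 40 hours at 37C. BetaGlo was added for 5 minutes at room temperature before a single luminescence read.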
Active calls of the source: *; ? = inconclusive; . = not tested or not shown; [ ] = dose if it differs, or a comment. Unless noted, the call rests on the fitted dose curve; in most records, active means well fitted curve in the direction sought with a large enough effect; inconclusive means small, poorly fitted or top-dose-only effect, or another doubt; inactive means no such curve, though single readings can be large; an effect the other way counts as inactive or inconclusive. Unless noted, on the % scale 0 is the no-effect control and ±100 the full control effect; potency means the concentration at half of the fitted maximal effect.

SMILES	p53ts 32C kill	IkB signaling	p53ts 39C tox	Peg3 imprint
c1coc(-c2nn3c(-c4ccco4)nnc3s2)c1	-8%	-1.4%	-4%	.
Cc1ccc(C)c(-c2nc3ccc(N)cc3[nH]2)c1	-12%	?	-21%	-62%[inhibitor]
O=C(NCCC(=O)N1CCN(c2ncccn2)CC1)c1ccccc1	6%	-1.6%	3%	-13%
Clc1ccc(C(c2ccccc2)c2c[nH]c3ccccc23)s1 (centres undefined)	4%	-0.7%	-30%	-20%[10.9 µM]
Cc1cc(C(=O)COC(=O)Cn2c(C(F)(F)F)nc3ccccc32)c(C)n1Cc1ccco1	-1%	0.4%	-9%	-14%
CCOC(=O)c1[nH]c2ccc(F)cc2c1NC(=O)c1cc(OC)c(OC)c(OC)c1	13%	?	-9%	-9%
Cc1oc(/N=C/c2cccc3ccccc23)c(C#N)c1C	-9%	-0.2%	-8%	-7%
CCC(C)Oc1cccc(OCCCCN2C(=O)NC(C)(C)C2=O)c1 (centres undefined)	-6%	?	-6%	-16%
COc1ccccc1CNC(=O)C(=O)NCC(c1cccnc1)N1CCN(c2ccccc2)CC1 (centres undefined)	-1%	-1.2%	-7%	?
CC(C)c1ccc(NS(=O)(=O)c2ccc3nc(-c4ccccc4)[nH]c3c2)cc1	?	?	20µM*	-12%[10.9 µM]
CC(=O)NCCNC(=O)CCCc1nnc2n(CCC(C)C)c(=O)c3sccc3n12	2%	-2.6%	-2%	-16%[10.9 µM]
COc1cc(NC(=O)c2cc(CC(C)C)on2)c(OC)cc1Cl	-11%	-4.0%	-11%	-21%
Cc1cccc(NC(=O)C(=O)NCC(c2cccnc2)N2CCN(Cc3ccccc3)CC2)c1 (centres undefined)	0%	?	14%	-9%[10.9 µM]
COCC(=O)Nc1sc2c(c1C(=O)OC)C(C(=O)OC)CC2 (centres undefined)	3%	0.0%	-7%	-4%
Cc1ccc(NC(=O)Cc2ccc(NC(=O)N3CCCCc4ccccc43)cc2)cc1Cl	-6%	?	?	?
CCc1cc(=O)[nH]c(SCc2nc(-c3ccccc3C)no2)n1	-10%	?	1%	-11%[10.9 µM]
CCOc1ccc2nc(NC(=O)Cn3cnc4c3c(=O)n(C)c(=O)n4C)sc2c1	2%	-5.4%	6%	-19%
O=C(OCC(=O)N1CCCCCC1)c1n[nH]c(=O)c2ccccc12	-3%	0.0%	-2%	-14%
COc1ccccc1CNc1ncnc2ccc(-c3cccc(C#N)c3)cc12	-11%	-4.5%[11.4 µM]	-17%	-16%
COCCNC(=O)Cn1nc(C(F)(F)F)cc1C	36%[activator]	0.8%	15%	6%

Structures above that contain a CF3 group:
SMILES	p53ts 32C kill	IkB signaling	p53ts 39C tox	Peg3 imprint
Cc1cc(C(=O)COC(=O)Cn2c(C(F)(F)F)nc3ccccc32)c(C)n1Cc1ccco1	-1%	0.4%	-9%	-14%
COCCNC(=O)Cn1nc(C(F)(F)F)cc1C	36%[activator]	0.8%	15%	6%

The list goes on.
SMILES	p53ts 32C kill	IkB signaling	p53ts 39C tox	Peg3 imprint
CCc1cccc(NC(=O)C2CCCN2S(=O)(=O)c2ccc3nc(-c4ccccc4)[nH]c3c2)c1 (centres undefined)	17%	-0.1%	-13%	12%[10.9 µM]
COc1ccccc1-c1cc(C(F)(F)F)nc(S(=O)(=O)CCCC(=O)Nc2cc(OC)c(OC)c(OC)c2)n1	6.3µM*	-7.5%	5µM*	-39%[inhibitor][10.9 µM]
CCn1c(SCC(=O)c2ccc(CNC(C)=O)o2)nnc1-c1cccs1	-9%	-1.8%	7%	1%
Cc1nnc(SCC(=O)Nc2ccc(Cl)cn2)n1Cc1ccccc1	8%	?	24%	8%
Cc1cccc(N(CC(=O)N2CCCC2)S(=O)(=O)c2ccccc2)c1C	1%	0.4%	2%	-7%
Nc1ccc2oc(=O)c3ccccc3c2c1	16%	-2.5%	4%	1%
COc1cccc(C(=O)Nc2ccc(-n3nncc3-c3ccccc3)cc2)c1OC	14%	?	-23%	12%[10.9 µM]
Cc1ccc2nc(NC(=O)CSc3nccn3Cc3ccccc3)sc2c1	70%[activator]	4.0%	14%	13%[10.9 µM]
Cc1cc(Br)ccc1NC(=O)Cn1cc(S(=O)(=O)N2CCN(c3ccccc3F)CC2)c2ccccc2c1=O	-7%	6.6%	-14%	-6%[10.9 µM]
O=C(CSc1nnnn1C1CCCC1)NCc1ccc2c(c1)OCO2	-6%	0.6%	-13%	-6%
CC(C)c1nc(C#N)c(NCCCn2ccnc2)o1	-4%	1.6%	7%	2%
CCSc1nc2cc(C(=O)OC)ccc2c(=O)n1CC	15%	4.1%	1%	-8%
COc1ccccc1Oc1ccc2c(c1)C(=O)N(c1ccc(O)cc1)C2=O	4%	2.6%	6%	-4%
Cc1cc(NC(=O)c2noc3c2CCCCC3)nn1Cc1ccc(Cl)cc1	13%	0.8%	-2%	-4%
CC(NC(=O)c1ccccc1)c1nc2ccccc2n1Cc1ccc(C#N)cc1 (centres undefined)	6%	0.4%	-8%	-1%
CCOc1ccc(Oc2nc(NCC(C)C)nc(OC)n2)nn1	8%	0.9%	1%	-17%
CCC(C)(C(=O)NC1CCCCC1)N(CC1CCCO1)C(=O)c1ccccn1 (centres undefined)	4%	-0.3%	11%	21%
COc1ccc(OC)c(NC(=O)C(CC(=O)O)NCc2ccco2)c1 (centres undefined)	12%	0.3%	-2%	-6%
CC(=O)c1cccc(NC(=O)CSc2nc3c(=O)n(C)c(=O)n(C)c3n2C)c1	-4%	0.3%	-6%	9%[10.9 µM]
COc1cc(C2C3C(=O)N(c4ccccc4)C(=O)C3ON2c2ccccc2)cc(OC)c1OC (centres undefined)	6%	6.4%	-3%	-5%
CC(=O)Nc1c(C#N)c(C(C)(C)C)cn1C	14%	-0.6%	7%	-6%
Cc1nn(-c2ccc(N3CCCC3)nn2)c(C)c1CCC(=O)NCc1ccc(OC(C)C)cc1	-6%	0.4%	11%	-5%[10.9 µM]
CCN1CCN(Cc2c(O)ccc3oc(C)c(C(=O)Nc4ccc(OC)cc4)c23)CC1	17%	?	18%	?
Cc1nc2cnc(N3CCNCC3)nc2n(-c2ccccc2)c1=O	-5%	2.9%[11.4 µM]	2%	.
COc1ccccc1CNC(=O)c1ccc(-c2nc(CS(=O)c3ccccc3)c(C)o2)cc1 (centres undefined)	-6%	1.3%	-22%	-5%[10.9 µM]
Cc1c(Cl)cccc1NC(=O)C(C)n1c(=O)cc(C)c2c(C)nn(-c3ccccc3)c21 (centres undefined)	13%	-1.3%	-25%	-10%[10.9 µM]
Cc1nc2c(-c3ccccc3)c(C)nn2c(C)c1CCC(=O)NCc1ccccc1Cl	11%	0.0%	?	-5%[10.9 µM]
Cc1ccc(C)c(NC(=S)NNC(=O)c2csc(C(C)C)c2)c1	3%	.	-10%	.
CCNc1nc(OC)nc(Oc2ccc(=O)n(-c3ccccc3)n2)n1	-1%	0.9%	-1%	-10%
CCCCSc1nnc2n(-c3ccc(OC)cc3)c(=O)c3c4c(sc3n12)COC(C(C)C)C4 (centres undefined)	10%	?	4%	-8%[10.9 µM]

12 structures from above, arranged by length of the SMILES, low to high:
SMILES	p53ts 32C kill	IkB signaling	p53ts 39C tox	Peg3 imprint
CC(=O)Nc1c(C#N)c(C(C)(C)C)cn1C	14%	-0.6%	7%	-6%
CCOc1ccc(Oc2nc(NCC(C)C)nc(OC)n2)nn1	8%	0.9%	1%	-17%
Cc1nc2cnc(N3CCNCC3)nc2n(-c2ccccc2)c1=O	-5%	2.9%[11.4 µM]	2%	.
Cc1ccc(C)c(NC(=S)NNC(=O)c2csc(C(C)C)c2)c1	3%	.	-10%	.
Cc1cc(NC(=O)c2noc3c2CCCCC3)nn1Cc1ccc(Cl)cc1	13%	0.8%	-2%	-4%
COc1ccccc1Oc1ccc2c(c1)C(=O)N(c1ccc(O)cc1)C2=O	4%	2.6%	6%	-4%
CCC(C)(C(=O)NC1CCCCC1)N(CC1CCCO1)C(=O)c1ccccn1 (centres undefined)	4%	-0.3%	11%	21%
Cc1nc2c(-c3ccccc3)c(C)nn2c(C)c1CCC(=O)NCc1ccccc1Cl	11%	0.0%	?	-5%[10.9 µM]
CCN1CCN(Cc2c(O)ccc3oc(C)c(C(=O)Nc4ccc(OC)cc4)c23)CC1	17%	?	18%	?
COc1ccccc1CNC(=O)c1ccc(-c2nc(CS(=O)c3ccccc3)c(C)o2)cc1 (centres undefined)	-6%	1.3%	-22%	-5%[10.9 µM]
COc1cc(C2C3C(=O)N(c4ccccc4)C(=O)C3ON2c2ccccc2)cc(OC)c1OC (centres undefined)	6%	6.4%	-3%	-5%
CCCCSc1nnc2n(-c3ccc(OC)cc3)c(=O)c3c4c(sc3n12)COC(C(C)C)C4 (centres undefined)	10%	?	4%	-8%[10.9 µM]

Remaining list, next part:
SMILES	p53ts 32C kill	IkB signaling	p53ts 39C tox	Peg3 imprint
Cc1nc2c(C(=O)NCCc3ccc(Cl)cc3)c[nH]n2c(=O)c1Cc1ccccc1F	?	?	?	5%[10.9 µM]
Cn1c(=O)c2sccc2n2c(CCCC(=O)NC3CCCCC3)nnc12	-4%	-2.6%	-3%	-19%[10.9 µM]
CC1(C)CC(=O)C2=C(C1)N(Cc1ccco1)C(=O)C2(NC(=O)C1CCCCC1)C(F)(F)F (centres undefined)	21%	0.1%	27%	-15%
Cc1ccc2[nH]c3c(=O)n(CCN4CCNCC4)cnc3c2c1	5%	-0.1%	9%	-17%
CCOC(=O)c1c(C)[nH]c(C)c1S(=O)(=O)N1CCN(c2cccc(C(F)(F)F)c2)CC1	4%	?	?	-3%[10.9 µM]
N#Cc1ccc(C23CC4(C2)[C@H](CN(Cc2ccc(C(F)(F)F)cc2)[C@@H]4c2ccccc2)C3c2ccccc2)cc1 (some centres undefined)	0%	.	-8%	-2%
Cc1ccc2c(c1)CC(C)N2S(=O)(=O)c1nnc(NC(=O)C(C)C)s1 (centres undefined)	3%	-2.6%	0%	-10%[10.9 µM]
Cc1cc(C)nc(-n2nc(C)c3c2N(Cc2ccccc2C)C(=O)CC3c2ccc(Cl)cc2)n1 (centres undefined)	3%	-1.2%	24%	-9%[10.9 µM]
Cc1cc(NC(=O)Cn2cnc3c2c(=O)n(C)c(=O)n3C)n(-c2ccccc2)n1	4%	0.4%	-8%	5%
O=C(CN1CCN(Cc2ccccc2Cl)C1=O)NCCc1ccc(Cl)cc1	11%	?	-20%	-5%[10.9 µM]
COCCCNC(=O)CCc1c(C)nc2nc(-c3cc(OC)cc(OC)c3)nn2c1C	8%	0.4%	-14%	-6%[10.9 µM]
O=C(NCCCN1CCN(c2ccccc2F)CC1)C1CCC(=O)N1C1CCCCC1 (centres undefined)	-4%	-0.2%	4%	-18%
CCC(Sc1ncnc2sc3c(c12)CCCC3)C(=O)OCC(C)C (centres undefined)	1%	?	-1%	-13%[10.9 µM]
COc1ccccc1N1CCN(C2=CC(=O)CCC2)CC1	-4%	8.9%	-7%	-16%
CCOc1ccccc1NS(=O)(=O)c1ccc(OC)c(OC)c1	-17%	1.0%	5%	-31%[inhibitor]
COc1ccc(NC(=O)CCc2nc3cccnc3n2-c2ccccc2)cc1Cl	-3%	?	-8%	-12%[10.9 µM]
COc1ccc([C@@H](Nc2ccccn2)c2cc(C(C)(C)C)cc(C(C)(C)C)c2O)cc1	2%[9.22 µM]	3.2%[11.4 µM]	9%[9.22 µM]	13%[10.9 µM]
Cc1c(O)nc(SCC(=O)Nc2ccc(Cl)cc2Cl)n(-c2ccc(F)cc2)c1=O	-4%	2.7%	-14%	-6%[10.9 µM]
C/C(=C\c1ccc(Cl)cc1)C(C)(C)C(=O)O	2%[9.22 µM]	-0.3%[11.4 µM]	8%[9.22 µM]	-11%[10.9 µM]
COc1cccc2cc(C(=O)C3=C(O)C(=O)N(Cc4ccco4)C3c3cccnc3)oc12 (centres undefined)	4%	-0.2%	12%	-9%
CCCCNC(=O)c1cc2c(=O)n3cccc(C)c3nc2n(Cc2ccccc2)c1=N	6%	5.1%	11%	-5%
CCOC(=O)CCSc1nc(C)c2cc(C)c(C)cc2n1	0%	.	-8%	.
COC(=O)c1cc2sccc2n1CC(=O)Nc1cc(OC)cc(OC)c1	11%	6.0%	7%	-15%
